# Bioassay records (PubChem BioAssay)
# RNase H inhibition = RNase H inhibition, HIV 1 Gag Pol polyprotein, FRET biochemical assay, screening (AID 372). inhibition, % at 10 µM; hits with a dose series show IC50 in µM. HIV-1 RT RNase H, FRET RNA/DNA substrate fluorescence; higher % means a stronger effect. 100,000 compounds, 0.77% hits; in the data active = inhibition above about 50%
# * marks the source's active call; other numbers are inactive results.
SMILES,RNase H inhibition
COC(=O)C1=C(C)NC2=C(C(=O)c3ccccc32)C1c1ccc([N+](=O)[O-])cc1 (centres undefined),10%
O=C/C(=C\Nc1ccc(S(=O)(=O)CCO)cc1)c1nc2ccccc2o1,0%
O=C1C2C3C=CC(CC3)C2C(=O)N1/N=C/c1ccc(O)cc1 (centres undefined),0%
O=C1c2ccccc2C(=O)N1c1ccc(-c2nc3ccc(N4C(=O)c5ccccc5C4=O)cc3[nH]2)cc1,4µM*
CCOC(=O)/C(N=Nc1cc(C(=O)OC)cc(C(=O)OC)c1)=C(/C)O,13%
O=C(N/N=C/c1ccc(-c2cccc([N+](=O)[O-])c2)o1)c1ccccc1,9%
COc1ccc(Cl)cc1C(=O)Nc1cccc(Cl)c1,4%
O=C1CCCC2=C1C(c1ccc(Cl)cc1Cl)Nc1ccc(C(=O)c3ccccc3)cc1N2 (centres undefined),23%
CCc1ccccc1NC(=O)C(=O)NCCCOC,14%
COc1ccc(Cl)cc1C(=O)Nc1ccc(N2CCCCC2)c(Cl)c1,10%
Cc1ccc(/C=C2/SC(=S)N(NC(=O)c3ccccc3Br)C2=O)o1,14%
Clc1ccccc1-c1noc(C2CCC(c3ccccc3)CC2)n1 (centres undefined),0%
O=C(O)c1cnn2c1NC(c1cccs1)CC2C(F)(F)F (centres undefined),0%
Cc1ccc2c(c1Br)C(=C(C#N)C#N)C(=O)N2,9%
CCc1c(O)nc(SCCN(CC)CC)[nH]c1=O,0%
COc1cccc(/C=C2/C=C(c3ccc(Br)cc3)OC2=O)c1OC(C)=O,7%
O=C1C(=O)N(c2cccc(C(F)(F)F)c2)C(c2cccc([N+](=O)[O-])c2)/C1=C(/O)c1ccccc1 (centres undefined),0%
O=C(NC(=S)Nc1ccc(N2CCCC2)cc1)c1cc2ccccc2o1,21%
CC(C)NC(=O)c1ccc(Cl)c(Cl)c1,5%
N/C(=N\N=C\c1c(O)ccc2ccccc12)c1nonc1N,25%
CCCC1CCC(c2ccc(C(=O)OCC(=O)c3ccc(Br)cc3)cc2)CC1 (centres undefined),12%
O=C(Nc1ccc2oc(-c3c(F)c(F)c(F)c(F)c3F)nc2c1)c1cccs1,13%
O=C(N/N=C/c1ccccc1)/C(=C/C=C/c1ccccc1)NC(=O)c1ccccc1,27%
c1ccc2c(c1)nc1n2CCN1CCNC1CCCCC1,5%
Cc1ccc(S(=O)(=O)N(C)CCCC(=O)Nc2ccccc2C)cc1,2%
CCOC(=O)C1=C(C)N=c2s/c(=C\c3ccc(N(CC)CC)cc3OC)c(=O)n2C1c1ccc(C)cc1 (centres undefined),5%
O=C(O)C1C2C=CC(C2)C1C(=O)Nc1ccc(Br)cc1F (centres undefined),2%
Cn1c2ccccc2c2nnc(SCC(=O)Nc3nc4ccc([N+](=O)[O-])cc4s3)nc21,9%
COc1cccc(C2NC(=S)NC(C)=C2C(=O)Nc2ccc(C)c(Cl)c2)c1OC (centres undefined),9%
CN1CCC(O)N1C(=O)c1ccccc1O (centres undefined),1%
Cc1ccc2c(Cl)c(C(=O)Nc3sc4c(c3C(N)=O)CCCC4)sc2c1,7%
Cc1ccc(C(=O)O)cc1NC(=O)c1cccc(Cl)c1,1%
COc1cc2c(cc1NC(=O)c1cccc([N+](=O)[O-])c1C)oc1ccccc12,17%
O=C(c1ccccc1)N1CC(=O)N2CCc3ccccc3C2C1 (centres undefined),3%
COc1cc(Br)cc(NC(=O)c2ccc([N+](=O)[O-])cc2)c1,0%
COc1ccc2c(c1OC)C(=O)N(c1cccc(F)c1)C2,0%
Cc1ccc(Cl)cc1N=C/C=C/c1ccc([N+](=O)[O-])cc1,1%
O=C(NCCCc1ccccc1)C(F)(F)F,0%
O=C(c1ccccc1Oc1ccccc1)N1CCN(c2ccc([N+](=O)[O-])cc2)CC1,11%
CN1C(=O)/C(=C/c2cccn2-c2cccc([N+](=O)[O-])c2)SC1=S,34%
CCCC(=O)c1ccc(N2CCOCC2)c(F)c1,1%
COc1ccc(-c2cc3cc(Br)ccc3oc2=O)cc1OC,4%
Cc1ccc(-c2noc(CCc3ccccc3)n2)cc1,1%
CCOP(=O)(OCC)C(OC(N)=O)c1ccc([N+](=O)[O-])cc1 (centres undefined),0%
Cc1ccc(S(=O)(=O)NC(=O)N2CCN(Cc3ccccc3)CC2)cc1,0%
CCOC(=O)c1cccc(NC(=O)CCc2ccccc2)c1,11%
CC(C)(C)C(=O)Nc1cc(NC(=O)C(C)(C)C)cc(C(=O)Nc2ccc(Sc3ccc([N+](=O)[O-])cc3)cc2)c1,3%
COc1cc(Br)c(C2CC(=O)Nc3c2ccc2ccccc32)cc1OC (centres undefined),30%
CCN1C(=O)CC(c2ccc(OC(C)C)cc2)C1=O (centres undefined),3%
CC(=O)N/C(=C\c1ccccc1)C(=O)NC(C)C(=O)O (centres undefined),2%

# Later entries
SMILES,RNase H inhibition
CCCCCCCOc1ccc(-c2ccc(C3CCC(CC)CC3)cn2)cc1F (centres undefined),4%
O=C(c1ccccc1)N1CCN(C(=O)c2nn3c(C(F)(F)F)cc(-c4ccco4)nc3c2Cl)CC1,8%
O=C1NC(=Nc2ccccc2Cl)SC1Cc1ccccc1 (centres undefined),15%
CC1=C(C(=O)OC2CCCCCCC2)C(c2ccc3c(c2)OCO3)NC(=O)N1 (centres undefined),32%
CC(=Nc1cc(Cl)ccc1O)c1c(-c2ccccc2)[nH]n(-c2nc3ccccc3s2)c1=O,3%
C=CCOc1ccc(/C=C2\C(=O)N(Cc3ccco3)C(C)=C2C(=O)OC)cc1OC,5%
COc1ccc(/C=N/Nc2nc3ccccc3[nH]2)c2c(OC)cccc12,23%
CCCc1n[nH]c2c1/C(=N\O)CC(C)(C)C2,4%
O=C(Nc1ccc2oc(-c3cccnc3)nc2c1)c1cccc(OCc2ccccc2)c1,5%
Cc1onc(-c2c(Cl)cccc2Cl)c1C(=O)N1CCCCC1,11%
CCCCC1CC(C)(/C(C)=N\NC(N)=S)OC1=O (centres undefined),0%
O=C(Nc1ccc2c(c1)oc1ccccc12)c1ccccc1O,12%
CCCC(=O)Nc1ccc2oc(-c3ccccc3F)nc2c1,18%
COc1ccccc1NS(=O)(=O)c1cccc(C(=O)Nc2cccc([N+](=O)[O-])c2)c1,12%
O=C(/C=C/c1ccco1)Nc1nc(-c2ccc(Br)cc2)cs1,15%
O=C(Nc1cc(Cl)cc(Cl)c1)Nc1cccc2ccccc12,3%
O=C1c2cccc3cccc(c23)C(=O)N1c1ccc(Cc2ccc(N3C(=O)c4cccc5cccc(c45)C3=O)c(Cl)c2)cc1Cl,14%
CCC(=O)n1/c(=N/C(=N)N)nc(C)c2ccc(C)cc21,15%
COc1cc(Cn2c(-c3ccc(O)c(OC)c3)nc3ccccc32)ccc1O,11%
N/C(=N\OC(=O)c1ccccc1Br)c1ccccc1,0%

# Shown with bars between the fields: 18 of the compounds above
SMILES | RNase H inhibition
O=C1NC(=Nc2ccccc2Cl)SC1Cc1ccccc1 (centres undefined) | 15%
CC1=C(C(=O)OC2CCCCCCC2)C(c2ccc3c(c2)OCO3)NC(=O)N1 (centres undefined) | 32%
CC(=Nc1cc(Cl)ccc1O)c1c(-c2ccccc2)[nH]n(-c2nc3ccccc3s2)c1=O | 3%
C=CCOc1ccc(/C=C2\C(=O)N(Cc3ccco3)C(C)=C2C(=O)OC)cc1OC | 5%
COc1ccc(/C=N/Nc2nc3ccccc3[nH]2)c2c(OC)cccc12 | 23%
CCCc1n[nH]c2c1/C(=N\O)CC(C)(C)C2 | 4%
O=C(Nc1ccc2oc(-c3cccnc3)nc2c1)c1cccc(OCc2ccccc2)c1 | 5%
Cc1onc(-c2c(Cl)cccc2Cl)c1C(=O)N1CCCCC1 | 11%
CCCCC1CC(C)(/C(C)=N\NC(N)=S)OC1=O (centres undefined) | 0%
O=C(Nc1ccc2c(c1)oc1ccccc12)c1ccccc1O | 12%
CCCC(=O)Nc1ccc2oc(-c3ccccc3F)nc2c1 | 18%
COc1ccccc1NS(=O)(=O)c1cccc(C(=O)Nc2cccc([N+](=O)[O-])c2)c1 | 12%
O=C(/C=C/c1ccco1)Nc1nc(-c2ccc(Br)cc2)cs1 | 15%
O=C(Nc1cc(Cl)cc(Cl)c1)Nc1cccc2ccccc12 | 3%
O=C1c2cccc3cccc(c23)C(=O)N1c1ccc(Cc2ccc(N3C(=O)c4cccc5cccc(c45)C3=O)c(Cl)c2)cc1Cl | 14%
CCC(=O)n1/c(=N/C(=N)N)nc(C)c2ccc(C)cc21 | 15%
COc1cc(Cn2c(-c3ccc(O)c(OC)c3)nc3ccccc32)ccc1O | 11%
N/C(=N\OC(=O)c1ccccc1Br)c1ccccc1 | 0%

# The main list resumes, repeating the 2 entries before the break.
SMILES,RNase H inhibition
COc1cc(Cn2c(-c3ccc(O)c(OC)c3)nc3ccccc32)ccc1O,11%
N/C(=N\OC(=O)c1ccccc1Br)c1ccccc1,0%
O=C(CCN1C(=O)c2ccccc2C1=O)Nc1cc(C(F)(F)F)ccc1Cl,13%
COc1ccc(CN2CCN(C(=O)c3cccc(Cl)c3)CC2)cc1OC,4%
CCCC(NC(=O)CN=Cc1c(O)n(C)c(=O)n(C)c1=O)C(=O)O (centres undefined),6%
O=C(/C=C/c1ccco1)Nc1ccc2oc(-c3ccccc3F)nc2c1,5%
CCOC(=O)CSCCOc1ccc(/C=C2/C(=O)NC(=O)N(c3ccc(C)cc3)C2=O)cc1OC,10%
O=C(c1ccc(Cl)cc1)c1cc([N+](=O)[O-])ccc1Cl,7%
CCC(C)C(=O)Nc1ccc(Cl)c(Cl)c1 (centres undefined),6%
COc1ccc(/C=C2\C(=O)NC(=O)N(c3cccc(Br)c3)C2=O)cc1C,12%
CSc1ccc(S(=O)(=O)N(CC(=O)Nc2ccc(F)cc2)c2ccc(C)cc2)cc1,17%
Nc1nc2ccccc2n1CCOc1ccc(Cl)cc1,7%
COc1ccc(N2CC(C(=O)OCC(=O)c3ccc(Br)cc3)CC2=O)cc1 (centres undefined),9%
Cc1ccc2c(c1)-c1c(sn(-c3cc(C)ccc3O)c1=S)C(C)(C)N2,25%
CC(C)(C)c1cc(Br)ccc1OCC(=O)Nc1ccccc1[N+](=O)[O-],4%
Cc1cc(C)c(NC(=O)COc2ccc(Br)c(C)c2)c(C)c1,7%
CCOCCOC(=O)C1=C(C)NC2=C(C(=O)CCC2)C1c1cccc(Cl)c1 (centres undefined),10%
O=Cc1cc(Br)ccc1OCc1ccccc1F,9%
O=C(O)c1cccc(-c2ccc(/C=N/Nc3ccc([N+](=O)[O-])cn3)o2)c1,29%
COc1ccc(C2Nc3ccccc3C(=O)N2c2ccc(Cl)cc2)c(OC)c1 (centres undefined),8%
COC(=O)c1ccc(C(=O)OC)c(NC(=O)c2ccc(OC)c([N+](=O)[O-])c2)c1,11%
O=C1OC(c2ccc(Br)cc2)=C/C1=C/c1cccnc1,5%
CCC(C)OC(=O)C1=C(C)NC2=C(C(=O)CC(c3ccc(OC)cc3)C2)C1c1ccccc1OCc1ccccc1 (centres undefined),31%
CCC(O)C#CCN1CCCCC1 (centres undefined),10%
Cc1c(Cl)cccc1NC(=O)COc1ccc(Cl)cc1,0%
CCc1nnc(NC(=O)C(CC)CC)s1,8%
O=C(NCc1ccco1)c1ccc(S(=O)(=O)N2CCOCC2)cc1,13%
CCCCOc1cccc(NC(=O)c2cc([N+](=O)[O-])ccc2Cl)c1,18%
COc1ccccc1/C=N/N1CCN(Cc2cccc3ccccc23)CC1,15%
CCOc1ccc(OCCOCCOc2cccc(Br)c2)cc1,4%
CCOC(=O)c1c(NC(=O)CN2CCCCC2)sc2c1CCCC2=O,0%
COc1ccc(C)cc1N(CC(=O)Nc1ccc(S(=O)(=O)N2CCCCC2)cc1)S(C)(=O)=O,17%
CC(=O)/C(=C/c1ccc(N(C)C)cc1)[N+](=O)[O-],5%
CC(C)CC(NC(=O)OC(C)(C)C)C(=O)O (centres undefined),0%
N#C/C(=C\c1ccc(I)o1)C(=O)NCC1CCCO1 (centres undefined),3%
COc1ccc(S(=O)(=O)Nc2c(C)n(C)n(-c3ccccc3)c2=O)cc1C(=O)O,9%
O=c1c2c(nc(SCc3ccccc3)n1CC1CCCCC1)-c1ccccc1CC21CCCCC1,14%
O=C(CC(c1ccccc1)c1ccccc1)NCc1cccnc1,28%
Cc1ccc(/C=C/C(=O)Nc2nc3ccc(S(C)(=O)=O)cc3s2)cc1,0%
Cc1ccc(C(=O)Nc2ccc(NC(=O)c3ccco3)c(Cl)c2)cc1C,9%
Cc1ccc(NCCC(=O)c2cccs2)cc1,21%
O=C(CN1C(=O)c2cccc3cccc(c23)C1=O)NCC1CCCO1 (centres undefined),0%
CCOC(=O)c1ccccc1-c1ccc(/C=C2\C(=O)NC(=O)N(c3ccc(OCC)cc3)C2=O)o1,12%
CCOc1ccc2cc(S(=O)(=O)n3ccnc3C)ccc2c1,12%
COc1ccc(-n2c(-c3ccc(Br)cc3)n[nH]c2=S)cc1,10%
O=C(Nc1ccc(Cl)cc1)O/N=C/c1ccc([N+](=O)[O-])cc1,7%
COc1ccc(-c2cc3cc([N+](=O)[O-])ccc3oc2=O)cc1OC,2%
O=C(Cc1ccccc1)N/N=C/C1CC=CCC1 (centres undefined),1%
COCCN(CCOC)Cc1c(C)[nH]c2ccccc2c1=O,0%
COc1ccc(C2=NN(C(C)=O)C(c3ccc(OC)cc3)C2)cc1 (centres undefined),0%
CC(C)=NNc1nnc2c(n1)[nH]c1ccccc12,0%
O=C(N/N=C/c1c2ccccc2cc2ccccc12)C(O)c1ccccc1 (centres undefined),25%

# Next section.
SMILES,RNase H inhibition
COC(=O)c1ccc(C(c2c(C)n(C)n(-c3ccccc3)c2=O)c2c(C)n(C)n(-c3ccccc3)c2=O)cc1,12%
CCOC(=O)c1c(NC(=O)Oc2ccccc2)sc2c1CCC(C)C2 (centres undefined),4%
NNC(=O)c1cc(-c2ccc3c4c(cccc24)CC3)n[nH]1,36%
CN1C(=O)C(=O)/C(=C(/O)c2ccc(Br)cc2)C1c1ccc([N+](=O)[O-])cc1 (centres undefined),0%
FC(F)(F)c1cccc(-c2ccc(C(=S)N3CCOCC3)o2)c1,3%
Cc1ccc2c(c1)NC(C)(C)c1sn(-c3ccc(C)c(C)c3)c(=S)c1-2,20%
N#Cc1ccc(Oc2cccc3cccnc23)cc1C#N,4%

# These rows are one share of the data. The share of hits here may be higher or lower than overall.
